TSHR antagonist – antagonists of human thyroid stimulating hormone receptor; activity change, negative = inhibition, % at 11.5 µM; TSHR-expressing cells, TSH-stimulated cAMP HTRF, 2 h; hits give low values; P16473; 330,000 compounds, 0.2% hits; AID 504810;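 active means activity change below a set negative limit, meaning inhibition stronger than a set level, cut at about -70% in these data; inconclusive means activity change between two set negative limits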; further: on the % scale 0 is the no-effect control and ±100 the full control effect
Target sequence (P16473 whole entry, looked up): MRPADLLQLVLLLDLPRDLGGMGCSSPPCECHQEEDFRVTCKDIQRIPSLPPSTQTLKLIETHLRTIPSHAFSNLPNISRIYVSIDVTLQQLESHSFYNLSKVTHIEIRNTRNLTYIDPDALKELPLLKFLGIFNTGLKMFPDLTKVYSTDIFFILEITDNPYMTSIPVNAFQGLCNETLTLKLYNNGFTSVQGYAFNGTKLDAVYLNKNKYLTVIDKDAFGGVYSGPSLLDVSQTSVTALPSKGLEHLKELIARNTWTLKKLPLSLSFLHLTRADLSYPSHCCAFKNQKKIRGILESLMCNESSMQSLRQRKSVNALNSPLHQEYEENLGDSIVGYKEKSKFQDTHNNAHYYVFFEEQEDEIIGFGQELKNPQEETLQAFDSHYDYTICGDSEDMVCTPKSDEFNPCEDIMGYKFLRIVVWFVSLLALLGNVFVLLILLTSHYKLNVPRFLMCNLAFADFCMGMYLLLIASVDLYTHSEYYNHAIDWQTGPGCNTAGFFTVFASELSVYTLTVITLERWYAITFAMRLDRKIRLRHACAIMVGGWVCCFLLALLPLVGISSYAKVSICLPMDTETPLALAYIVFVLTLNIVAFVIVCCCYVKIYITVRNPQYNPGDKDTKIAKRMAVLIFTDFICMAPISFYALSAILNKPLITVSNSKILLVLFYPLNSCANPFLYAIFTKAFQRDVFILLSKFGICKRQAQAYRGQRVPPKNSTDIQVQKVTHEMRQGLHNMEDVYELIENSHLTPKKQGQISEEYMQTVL
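Freshly harvested TSHR cells receive pin-tooled compound, then EC80 TSH at 4nM final. After 2 hours at 37 deg C, antibody in lysis buffer and cAMP-d2 are added; 30 minutes at ambient temperature precede the HTRF read.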
Mito fusion yeast – blocks mitochondrial division or promotes mitochondrial fusion | S. cerevisiae fusion-defective mutant growth rescue, CellTiterGlo 48 h | Potency, µM (top dose mostly 46.1 µM), for the others: top-dose growth rescue (activation), actives largely listed as activators | 320,000 compounds, 0.23% hits | AID 485298;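 further: potency means the concentration at half of the fitted maximal effect; % of control where 0% means no effect; nearly all actives have a fitted effect of over 45% in size; temperature-sensitive fusion mutants such as fzo1-1 at 37 °C on non-fermentable ethanol glycerol medium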
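Luminescent cell viability in 1536-well qHTS format served as the measure of rescued growth in ts fusion-mutant S. cerevisiae cultured on non-fermentable YPEG for 48 hours at 37C.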
ELG1 DNA repair – ELG1-dependent DNA repair inhibition; HEK293T ELG1-luciferase reporter, luminescence, 16 h; DNA damage induced by 5-fluorouridine; Potency, µM (top dose mostly 46.1 µM), for the others: at the highest dose activity change, negative = inhibition, most hits filed as inhibitors; 330,000 compounds, 2.3% hits; AID 504467; further: potency means the concentration at half of the fitted maximal effect; on the % scale 0 is the no-effect control and ±100 the full control effect; nearly all actives have a fitted effect of over 55% in size
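Reporter activity after DNA damage by 5-fluorouridine is monitored. Compound-treated cells incubate 16 hr at 37 °C, then ONE-Glo is added for 30 min before luminescence reading.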
PTAP TSG101 blk – blocks PTAP/TSG101 interaction to inhibit HIV-1 budding; Q99816; Fluorescence polarization, FITC-PTAP peptide / Tsg101 binding; Potency, µM (titrated, usually from 115 µM), inactives show at the highest dose activity change, negative = inhibition, usual class: inhibitors; 340,000 tested, under 10 active; AID 493005; active means well fitted inhibition curve with a large enough effect in the main read-out, with a control signal flat, not every such curve was filed as active; inconclusive means small, poorly fitted or top-dose-only effect, or effect the other way, or a change in a side signal; inactive means no such curve, though single readings can be large or run the other way; further: potency means the concentration at half of the fitted maximal effect; % of control where 0% means no effect
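Fluorescence polarization binding of Tsg101 binding domain (10 uM final) to FITC-labeled PTAP peptide (50 nM final) in HEPES pH 7.5 buffer with NaCl, Tween 20, EDTA, TCEP. Compounds added before peptide; binding 20 min at RT.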
BCR signal inh – chronic active BCR signaling inhibition; 340,000 compounds, 0.05% hits; ABC-DLBCL IkBa-CBG/CBR reporter, luminescence ratio, 4 h; Potency, µM (top dose mostly 46.1 µM), for inactives: at the top dose ratio change, negative = lower green/red ratio, hits mostly inhibitors; AID 493014; active means well fitted inhibition curve with a large enough effect in the signal ratio, with a control signal flat, not every such curve was filed as active; inconclusive means small, poorly fitted or top-dose-only effect, or effect the other way, or a change in a side signal; the % refers to the signal ratio;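 further: potency means the concentration at half of the fitted maximal effect; plate controls were basal doxycycline-induced cells for no effect and cells given 10 µM MG132 for full effect; MG132 reads +100%, hits lower the ratio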
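Doxycycline induced both beetle luciferases in TMD8 lymphoma cells; IKK-driven degradation limits the IkappaBalpha-fused green signal, while red luminescence normalises for cell number and nonspecific effects. Compounds tested up to 46 uM, 4 hrs.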
Eya2 phos inh – Eya2 (human) phosphatase inhibition. 330,000 compounds, 0.006% hits. Potency, µM (titrated, usually from 76.9 µM), for inactives: at the top dose activity, negative = inhibition, usual class: inhibitors. recombinant Eya2, OMFP fluorescence dephosphorylation (OMFP is methylfluorescein phosphate). O00167; further: potency means the concentration at half of the fitted maximal effect; on the % scale 0 is the no-effect control and ±100 the full control effect
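Eya2 protein (added as 0.2 uM solution) was preincubated with compound for 10 min at ambient temperature in 50 mM HEPES pH 7.5, 50 mM NaCl, 5 uM MgCl2, 0.05% BSA, 1 mM DTT. OMFP (added at 50 uM) then reacted 10 min; fluorescence read at 485/525 nm.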
uPA generation – inhibitors of cell surface uPA generation; 330,000 compounds, 0.31% hits; Potency, µM (top dose mostly 38.3 µM), inactives show at the highest dose activity change, negative = inhibition, most hits filed as inhibitors; cell surface uPA generation assay, qHTS; AID 540303; active means well fitted inhibition curve with a large enough effect; inconclusive means small, poorly fitted or top-dose-only effect; inactive means no such curve, though single readings can be large or run the other way; tested in mouse RAW 264.7 cells; further: potency means the concentration at half of the fitted maximal effect; on the % scale 0 is the no-effect control and ±100 the full control effect; nearly all actives have a fitted effect of over 55% in size
Tb PFK inh – blocks T. brucei phosphofructokinase; O15648; T. brucei PFK, ADP-Glo luminescence; Potency, µM (top dose mostly 57.5 µM), for inactives: at the highest dose activity, negative = inhibition, hits mostly inhibitors; 330,000 compounds, 0.17% hits; AID 485367;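 further: potency means the concentration at half of the fitted maximal effect; 0% = uninhibited 1x PFK enzyme wells and -100% = no-enzyme wells; nearly all actives have a fitted effect of over 60% in size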
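Activity is normalized to no-enzyme wells (full inhibition) and 1.25 nM enzyme wells (no inhibition). Reaction: 0.5 mM F6P, 0.1 mM ATP, 45 min RT, ADP-Glo luminescence; concentration-response curves fitted and classed by quality.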
TCR activator – activators of T cell receptors | 330,000 tested, under 10 active | AID 504894 | Potency, µM (top dose mostly 9.22 µM), inactives show at the highest dose activation of IL-2 secretion, actives largely listed as activators | primary human leukocytes, anti-CD3, IL-2 HTRF, 48 h; further: % of control where 0% means no effect
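HTRF read-out of IL-2 secretion: europium cryptate donor excited at 320nm, d2 acceptor emission at 665nm. Cells were primary human leukocytes incubated 48 hr with compounds and a-CD3 beads, supplying TCR signal only.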
B2AR arrestin – beta2AR (human) beta-arrestin recruitment activity; beta-arrestin recruitment to beta2AR, cell-based reporter; Potency, µM (top dose mostly 46.1 µM), for inactives: at the highest dose activation, most hits filed as activators; 330,000 compounds, 0.02% hits;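 further: potency means the concentration at half of the fitted maximal effect; 0% = DMSO controls and full agonism = EC100 isoproterenol or metaproterenol; nearly all actives have a fitted effect of over 65% in size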
USP2a inh – blocks human ubiquitin-specific protease USP2a. O75604. USP2 core, Ub-CHOP2 coupled fluorogenic reporter, 485/531. Potency, µM (titrated, usually from 38.3 µM), for inactives: at the highest dose activity change, negative = inhibition, usual class: inhibitors. 330,000 compounds, 0.01% hits. AID 463254;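 further: potency means the concentration at half of the fitted maximal effect; plate controls were DMSO wells for no effect and full inhibition by NEM control for full effect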
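Deubiquitinase activity read as fluorescence (485/531 nm) after Ub-CHOP2 cleavage activates the enterokinase reporter on its substrate; USP2 core 10nM, Ub-CHOP2 and substrate 25nM each, 30min compound preincubation then 60min RT; data normalized to NEM, curves fitted.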
Active calls of the source: *; ? = inconclusive; · = not tested or not shown; [ ] = another dose, or the depositor's remark. Unless noted, the call rests on the fitted dose curve; in most records, active means well fitted curve in the direction sought with a large enough effect; inconclusive means small, poorly fitted or top-dose-only effect, or another doubt; inactive means no such curve, though single readings can be large; an effect the other way counts as inactive or inconclusive. An unsorted share of the library; any-hit rate near 3%.

Order of results: TSHR antagonist, Mito fusion yeast, ELG1 DNA repair, PTAP TSG101 blk, BCR signal inh, Eya2 phos inh, uPA generation, Tb PFK inh, TCR activator, B2AR arrestin, USP2a inh
Cc1ccc(C)c(OCC(O)CN2CCc3ccccc3C2)c1C (stereo unspecified)
  6, -4%, ?, -5%, 0%, 9%, 2%, 1%, -2%, -0.8%, 0%
Fc1cccc(CN2CCCCCCC2)c1
  13, -3%, -1%, -3%, 3%, 11%, ·, -1%, 4%, -0.5%, 0%
Cc1ccc(C)c(N(CC(=O)NC2CCCC2)C(=O)c2cc3cc4cccc(C)c4nc3s2)c1
  15, -2%, ?, -4%, ?, 4%, 7%, 4%, ·, -0.3%, 2%
CN(C)CCN1C(=O)NC(C)(c2ccc([N+](=O)[O-])cc2)C1=O (stereo unspecified)
  -9, 1%, ?, -2%, 9%, 7%, 0%, 0%, -1%, -0.6%, 0%
CC1CN(S(=O)(=O)c2ccc(C(=O)Nc3ccc(S(=O)(=O)N4CCOCC4)cc3)cc2)CC(C)O1 (stereo unspecified)
  -15, -2%, 8.2µM*, 1%, 3%, 1%, 0%, 1%, -6%, -0.5%, -5%
COCC(=O)N1CCC(n2nccc2NC(=O)c2ccccc2OC)CC1
  -43, 3%, 18%, 0%, -1%, 1%, 10%, 0%, 3%, -0.3%, 2%
COc1ccc(-n2cnc3cc(C(=O)N4CCOCC4)ccc32)cc1
  10, -2%, ?, -2%, -5%, 8%, 5%, 1%, -61%, 0.3%, 2%
Cc1cc(NC(=O)COc2ccccc2C)no1
  13, 11%, ?, -3%, -1%, 1%, 0%, -5%, -6%, 0.7%, 0%
O=C1CCCN1c1ccc(S(=O)(=O)Nc2cccnc2)cc1
  2, 1%, -10%, 0%, -5%, 15%, -4%, 1%, 2%, 0.0%, 3%
Fc1ccc(COc2ccc(/C=N/n3cnnc3)cc2)cc1
  1, 2%, 13%, 0%, 3%, -5%, -6%, -3%, 9%, -0.2%, 0%
COc1ccc(S(=O)(=O)N2CCN(Cc3ccco3)CC2)cc1
  -31, -4%, 5%, -7%, 4%, -1%, 0%, -17%, -9%, -0.2%, 1%
O=C(CSC1=NC(=O)C(c2ccccc2)C(=O)N1)Nc1ccccc1Cl (stereo unspecified)
  6, -1%, -4%, -4%, -4%, 22%, 5%, 1%, -3%, 0.0%, 2%
O=C(C[C@@H]1C/C=C\C[C@H](NC(=O)OCC2c3ccccc3-c3ccccc32)C(=O)OC[C@@H]2CCCN2C1=O)NCCO
  16, ·, 23%, -5%, -1%, -18%, -6%, -12%, -2%, -0.1%, 3%
COc1ccc(/C=C2\N=C(c3ccccc3)N(c3ccc(C(=O)O)cc3)C2=O)cc1OC
  -14, -12%, ?, -4%, -8%, -20%, -4%, 2%, 7%, -0.9%, 0%
CC1CCN(CCCNC(=O)c2coc3nc4ccccc4nc23)CC1
  1, 5%, ?, -9%, ?, 7%, -5%, 13%, -5%, -1.1%, 1%
O=C(CCCCCn1c(=S)[nH]c2cc3c(cc2c1=O)OCO3)N1CCN(Cc2ccccc2)CC1
  -5, 7%, -27%, -8%, ?, -3%, 2%, -4%, 0%, -0.1%, -3%
CCCNC(=O)c1cc2cc([N+](=O)[O-])ccc2s1
  -3, -1%, ?, -3%, ?, -1%, 1%, -3%, -6%, -0.2%, -1%
Cc1cc(C(=O)NNC(=O)c2cccs2)nn1C(C)(C)C
  -9, 0%, 16%, 7%, 3%, -12%, 0%, 0%, -2%, -1.1%, 6%
COc1ccc(NC(=O)c2ccco2)cc1NC(=O)c1c(F)c(F)c(OC)c(F)c1F
  6, -3%, 10%, 0%, -7%, -19%, -1%, -4%, 2%, 0.4%, 1%
Cc1cccc(C(=O)NNC(=O)C23CC4CC(CC(C4)C2)C3)c1O
  -12, -23%, -12%, 1%, 11%, -8%, ·, 1%, -6%, 0.1%, -2%
O=C(N/N=C/c1ccco1)c1ccncc1
  9, 0%, 18%, -1%, -1%, -6%, ·, -2%, ·, 0.3%, -1%
COc1cc(/C=N/Nc2ccccc2)ccc1OC(=O)c1cccs1
  24, 1%, ?, -2%, ?, -16%, 5%, 0%, -3%[46.1 µM], -1.3%, -8%
O=C(CCSc1nnc2ccccn12)Nc1ccc2c(c1)OCO2
  -4, 2%, 29%, 0%, -16%, -1%, 4%, -2%, 2%, -0.3%, -1%
COc1ccccc1OCCCCCCN1CCOCC1
  13, -4%, 29%, -2%, -1%, -19%, 13%, -1%, 5%, -0.2%, 2%
Cc1cc(/C=C2/NC(=O)N(c3ccccc3)C2=O)c(C)n1C(C)C
  -3, 12%, ?, -3%, 9%, -5%, -4%, 8%, 2%[46.1 µM], 0.3%, 0%
CCN(CC)/C(Sc1ccccc1)=C(/C(Cl)=C(Cl)Cl)[N+](=O)[O-]
  6, -1%, -8%, -4%, 5%, 1%, 4%, -7%, 4%, 0.2%, 1%
CC(C1CC1)N(Cc1ccccc1)C(=O)NC(=O)c1ccccc1 (stereo unspecified)
  -4, -3%, 11%, -5%, 11%, -11%, 7%, -4%, 3%, 0.3%, 4%
CC(=O)N1CCN(C(=O)CCNS(=O)(=O)c2ccccc2)CC1
  13, 1%, 1%, 0%, -3%, -2%, 6%, -3%, -2%, -0.2%, 2%
O=C(CSc1nnc(NC(=O)c2cccc(Cl)c2)s1)NCC1CCCO1 (stereo unspecified)
  -2, 1%, ?, -1%, 1%, 0%, ?, -3%, 3%, -0.3%, 1%
O=C(NCCCNC(=O)c1cc(Cl)ccc1Cl)c1ccco1
  -4, 4%, 1%, -8%, -19%, 13%, 3%, 3%, 1%, -0.3%, 0%
O=C(NC1CCCCC1)[C@@H]1CSC2c3ccccc3C(=O)N21 (stereo partly specified)
  -7, 1%, 3%, 1%, 0%, 6%, -2%, 3%, 10%, -1.1%, 2%
S=C(Nc1ccc2nsnc2c1)NC1CCCCC1
  32, ?, ?, -4%, ?, -20%, 1%, 5%, ?, 0.1%, 0%
Cc1ccc(/C=C/c2ccc(N(C)C)cc2)[n+](C)c1
  -37, 2%, 29%, ?, 0%, ?, ?, -1%, 0%, 0.2%, 3%
CN1CCC(NC(=O)CCc2ccccc2)CC1
  -2, -1%, 1%, 0%, 2%, 11%, 3%, 0%, ·, 0.5%, 1%
CC(C)N1CSC(=S)N(Cc2ccccc2)C1
  6, -2%, 9%, -2%, 2%, -2%, 0%, -4%, -1%, 0.0%, 4%
CCOc1ccc(N2CC(C(=O)Nc3ccccc3C(=O)NC3CC3)CC2=O)cc1 (stereo unspecified)
  3, 2%, 3%, -3%, -3%, 8%, 0%, -5%, 2%, -0.4%, -3%
COc1ccc2ccccc2c1/C=N/NC(=O)c1nnn(-c2nonc2N)c1CN(C)C
  0, 12%, 25%, -4%, 6%, 8%, -5%, 2%, 1%, -0.8%, -1%
CCN(C(=O)CSc1ncnc2sccc12)c1c(N)n(Cc2ccccc2)c(=O)[nH]c1=O
  3, 0%, ?, -2%, 0%, 21%, 31%[activator], -3%, 0%, -0.4%, 0%
CN1CCN(C(=O)CCn2c(=O)c3cccn3c3cccnc32)CC1
  18, 2%, 10%, -2%, 9%, 5%, 2%, 23%, -1%, 0.1%, 2%
CC(C)(C)C1CCC2(CC1)SCC(=O)N2c1ccccc1 (stereo unspecified)
  16, 0%, 10%, -9%, -12%, 5%, 10%, 1%, -1%, -0.4%, 1%
CCCCc1ccc(C2C(C#N)=C(N)SC(N)=C2C#N)s1
  -40, 25%, 0%, ·, 8%, 21%, ·, -2%, ·, -0.1%, 6%
Cc1c(C(=O)N2CCC(C)CC2)sc2ncnc(N3CCN(c4ccccc4)CC3)c12
  -1, -3%, 19%, -2%, 2%, 11%, 4%, -2%, -2%, -0.2%, 0%
CC1CN(CCCOc2ccccc2[N+](=O)[O-])CC(C)O1 (stereo unspecified)
  8, -1%, 7%, -4%, 5%, 0%, ·, 0%, 1%, -0.2%, 2%
CCc1cc2c(NC(Cc3ccccc3)C(=O)O)nc(C)nc2s1 (stereo unspecified)
  10, -1%, -4%, 3%, 4%, 6%, -3%, 2%, 6%, 0.2%, -1%
